# Screening results deposited in PubChem by Sanford-Burnham Center for Chemical Genomics.
# tim10-1 inh: tim10-1 yeast growth inhibition. S. cerevisiae tim10-1 ts strain growth, BacTiter-Glo, 24 h. inhibition, % at 20 µM. 330,000 compounds, 2.2% hits;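 active = inhibition of at least 40%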;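 note: mutant grown at 25 °C; 0% = DMSO wells with yeast and 100% = wells holding no yeast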
# NALP3 yeast inh: inhibitors of NALP3 inflammasome in yeast; Yeast reconstituted NLRP3/ASC/caspase-1, beta-gal luminescence, 24 h; inhibition, % at 10 µM; 330,000 compounds, 0.39% hits; AID 2825;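 active = inhibition of 50% or more; inactive = inhibition below 50%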;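 note: plate controls were induced DMSO wells for no effect and uninduced yeast grown without galactose for full effect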
# TIM10 inh: growth inhibitors of TIM10 yeast strain. S. cerevisiae TIM10 strain growth, BacTiter-Glo luminescence, 24 h. 330,000 compounds, 1.4% hits. inhibition, % at 10 µM;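 active = inhibition of 40% or more at the single tested concentration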;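 note: wild-type TIM10 isogenic control strain grown at permissive 25 °C; 0% = DMSO yeast wells and 100% = minimal medium wells without yeast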
# Mdm2-MdmX inh: human Mdm2/MdmX binding inhibition | O15151+Q00987 | SaOS-2 split-luciferase Mdm2/MdmX complementation, luminescence | inhibition, % at 8 µM | 330,000 compounds, 3% hits | AID 485346;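 active = inhibition of at least 50% at 8 µM in the primary screen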
# CHOP UPR activ: apoptotic UPR (CHOP) activation; 330,000 compounds, 0.34% hits; AID 449763; activation, % at 10 µM; CHO-CHOP luciferase reporter, luminescence; percent of tunicamycin response over DMSO baseline;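 active = at 10 µM dose, activation of 40% or more, normalized to positive control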;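 note: 100% = tunicamycin at 10 µg/mL and 0% = DMSO alone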
#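 Material: CHO-CHOP cells, stable luciferase reporter of PERK-eIF2a-CHOP signalling; quantity: 500 reporter cells seeded per well; buffer or medium: F12 medium containing 10% fetal bovine serum; compound: one dose, 10 µM in 0.5% DMSO; incubation: 6 h compound treatment, 37 °C; measured by: Steady-Glo luciferase luminescence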
# APJ ag: APJ receptor agonism. P35414. CHO-K1 APJ PathHunter beta-arrestin, luminescence; 0% DMSO wells, 100% apelin. activation, % at 20 µM. 330,000 compounds, 0.11% hits;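 active = activation more than six SD over the plate average, tested at 20 µM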;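 note: 0% = DMSO alone and 100% = apelin-13 at 10 nM; some results filed as inactive read as strong as hits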
# Target sequence (P35414 whole entry, looked up): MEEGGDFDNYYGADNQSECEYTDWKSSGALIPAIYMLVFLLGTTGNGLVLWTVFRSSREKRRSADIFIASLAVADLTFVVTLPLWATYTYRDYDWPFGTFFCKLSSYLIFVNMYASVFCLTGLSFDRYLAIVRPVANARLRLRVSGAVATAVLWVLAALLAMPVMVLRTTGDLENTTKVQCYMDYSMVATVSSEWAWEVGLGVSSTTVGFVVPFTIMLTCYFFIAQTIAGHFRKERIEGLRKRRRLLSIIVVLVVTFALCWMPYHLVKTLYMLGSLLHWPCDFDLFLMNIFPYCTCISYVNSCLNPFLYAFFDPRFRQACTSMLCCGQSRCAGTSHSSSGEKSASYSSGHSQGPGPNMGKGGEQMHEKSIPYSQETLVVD
#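 Assay system – PathHunter CHO-K1 APJ (AGTRL-1) beta-arrestin reporter cells · Compound – one dose, 20 µM compound, 1% DMSO · Timing – compound 90 min 25 °C, reagent 1 h · Measured by – luminescence from split beta-galactosidase complementation, Galacton Star/Emerald II substrate · Measure – beta-arrestin recruitment to APJ as agonist activity, luminescent signal · Benchmarks – DMSO vs Apelin-13 10 nM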
# GRIN3A LBD mod: NR3A (human) ligand-binding domain modulation. NR3A LBD differential scanning fluorimetry, Tm shift; 0% = protein alone, 100% = glycine-bound protein. Tm shift relative to glycine control, % at 25 µM. 340,000 compounds, 2.5% hits. AID 1259313;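 active = melting temperature shift of at least 10% of the positive control shift, at one fixed dose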
# UPR XBP1 act: activators of adaptive arm of unfolded protein response (XBP1); 330,000 compounds, 0.33% hits; activation, % at 20 µM; CHO-XBP1 luciferase reporter, IRE1-XBP1 UPR activation, luminescence; percent of tunicamycin response, DMSO as zero;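 active = versus positive control, 20 µM dose yields 30% or more activation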;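 note: 100% = tunicamycin at 10 µg/mL and 0% = DMSO only wells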
#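 incubation = overnight seeding at 37 °C, 6 h compound treatment at 37 °C | assay system = CHO-XBP1 cells stably carrying IRE1-XBP1-driven luciferase reporter | input = 1000 cells per well | detection = luciferase luminescence | dosing = single point, 20 µM final compound, 1% DMSO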
# tim23-1 inh: inhibits growth of tim23-1 mutant yeast; S. cerevisiae tim23-1 growth, BacTiter-Glo luminescence, 24 h; inhibition, % at 20 µM; 330,000 compounds, 1.3% hits;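 active = growth inhibition of the mutant yeast at or above 50%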;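 note: temperature-sensitive mutant grown at 25 °C; plate controls were DMSO-treated mutant yeast for no effect and medium wells lacking yeast for full effect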
# The depositor's hits bear a star; · = not tested or not shown; & = joins results of further samples.
SMILES,tim10-1 inh,NALP3 yeast inh,TIM10 inh,Mdm2-MdmX inh,CHOP UPR activ,APJ ag,GRIN3A LBD mod,UPR XBP1 act,tim23-1 inh
O=C(NNC1=C(C(=O)C(F)(F)F)CCC1)c1ccccc1O,-55,7,-5,50,-2.3,-5,-10,3,36
COc1ccccc1N1CCN(CC(=O)Nc2cc(F)ccc2C)CC1,10,20,1,7,-1.7,-2,-2,-1,26
Cc1cc(C)n(CC(=O)NCc2cc(-c3nn(C)c(=O)c4ccccc34)ccc2C)n1,15,7,-2,18,-1.5,1,0,-2,6
O=C1CC(c2ccccc2)=Nc2ccc(Br)cc2N1,4,47,5,9,1.2,-3,-2,4,22
CCOc1ccc(NC(=O)N2CCC(c3nc4ccccc4o3)CC2)cc1,5,19,-2,11,-0.2,-2,-12,-3,19
O=C(COC(=O)c1cc(NS(=O)(=O)c2cccs2)ccc1O)Nc1cc(Cl)ccc1Cl,-6,10,-20,-20,-1.0,-4,30*,-2,-21
O=C(COc1ccc(Cl)cc1Cl)N1CCN(c2ccccn2)CC1,31,17,24,11,0.4,1,0,0,39
N/C(=N\OC(=O)c1cccc(Cn2cc(C(F)(F)F)ccc2=O)c1)c1ccccc1,44*,21,22,68*,1.7,7,1,0,1
COc1cc(C(=S)N2CCOCC2)cc(Br)c1OS(=O)(=O)c1ccccc1,24,26,5,-11,0.0,1,2,-6,23
COc1ccc(NC(=O)C2CCC(CNc3c(N4CCCCC4)c(=O)c3=O)CC2)cc1OC (stereo not drawn),-12,-1,0,33,-0.8,-1,-1&-1,-2,2
CN(C1CCS(=O)(=O)C1)S(=O)(=O)c1ccc(C2CCCCC2)cc1 (stereo not drawn),14,5,-5,2,1.2,1,0,0,5
CCCCC(=O)Nc1ccc(F)c(Cl)c1,11,30,-1,-11,3.1,1,-1,4,9
O=[N+]([O-])c1ccccc1OCCCCN1CCCCC1,3,13,7,-2,1.3,-4,0,0,-7
CCCc1cc(=O)[nH]c(Nc2ccc3c(c2)OCCO3)n1,4,21,9,13,-2.6,0,0,-6,16
COc1ccc([C@@H]2CC(=O)c3c(O)cc(O[C@@H]4OC(CO[C@@H]5OC(C)[C@H](O)[C@H](O)C5O)[C@@H](O)[C@@H](O)C4O)cc3O2)cc1O (stereo partly drawn),6,10,4,-3,-1.8,-6,-1,-8,0
Cc1c(C=O)cnn1CCC(=O)O,-3,17,7,19,0.3,-3,-1,-1,15
COc1ccc(OCC(=O)c2c[nH]c3ccccc23)cc1,-2,12,-21,-65,6.4,-3,14*,0,14
CCOc1cccc2sc(Cl)nc12,8,-11,-5,-4,0.3,0,-2,0,4
CC(C)CN1Cc2ccccc2Oc2cc(Br)ccc2S1(=O)=O,18,·,-3,24,1.4,·,0,-1,51*
Cc1cccc(-c2noc(CSc3ccccc3)n2)c1,18,-5,-3,-120,3.6,-4,4,0,22
CC1CCN(c2ccc(S(=O)(=O)NC3=NCCCCC3)cc2[N+](=O)[O-])CC1,34,5,7,15,-0.3,-2,-1,-2,29
O=C(NCCC1CCCCN1S(=O)(=O)c1ccc(F)cc1)C(=O)NCCN1CCOCC1 (stereo not drawn),5,-2,3,-18,1.6,5,0,1,3
CCOc1ccc(CCNC(=O)C2CCCN(S(=O)(=O)N3CCOCC3)C2)cc1OCC (stereo not drawn),2,19,1,-7,0.4,-4,0,-4,10
Cc1cc(C)cc(NC(=O)C(OC(=O)c2ccc(O)cc2)c2ccccc2)c1 (stereo not drawn),18,13,10,-6,-0.7,-6,11*,-3,18
O=C(/C=C/c1ccc(Cl)cc1)NC(=S)Nc1ccc(N2CCOCC2)c(Cl)c1,-6,1,-22,86*,25,6,5,124*,-21
N#Cc1ccc(Oc2ccc(C(F)(F)F)cc2NC(=O)c2ccc(F)cc2)cc1,23,22,23,9,-0.1,-2,-10,0,24
CCn1cc([C@@H]2C[C@H]3CN(Cc4cccc(Cl)c4)C(=O)[C@]34CCCN24)cn1,7,12,1,3,-2.0,-3,1,3,16
CC1(c2ccccc2Cl)NC(=O)N(CC(=O)c2ccc3c(c2)OCO3)C1=O (stereo not drawn),6,20,-1,22,-0.1,-7,1,-1,1
COCCNC(=S)Nc1ccc2nc(N3CCOCC3)cc(C)c2c1,-1,15,9,-3,-0.5,-2,1,-5,-5
CCOC(=O)NC(=O)CSc1nnnn1-c1ccc(Cl)cc1,-4,23,-2,-11,-1.1,3,0,2,5
Cc1c(C)n(C(=O)CSc2nc3ccccc3[nH]2)c2ccccc12,35,15,35,23,-3.2,-4,1,-1,37
O=C(Cn1nnc(-c2ccccc2NC(=O)c2ccccc2)n1)Nc1ccc2c(c1)OCCO2,0,-9,-7,7,-0.4,0,7,3,8
Clc1cccc(N2CCN(Cc3nnc(-c4ccccc4)o3)CC2)c1,32,7,-2,21,-0.6,-2,-1,-4,23
O=C(CS(=O)(=O)Nc1ccc(F)cc1Cl)Nc1ccc(F)cc1Cl,26,3,3,-11,-0.6,2,-8,-5,27
Cc1ccc(NC(=O)N2CCCN(Cc3ccc(F)cc3)C2)cc1C,9,-1,-12,24,-0.9,-3,-1,-5,2
Cc1cc(C(=O)CSc2nnc(-c3ccc(Cl)cc3)n2CC2CCCO2)c(C)n1C (stereo not drawn),50*,-25,14,2,-2.1,-5,3,1,33
COc1cccc(/C=C2\SC(=S)N(N3CCOCC3)C2=O)c1OC,20,15,25,4,1.4,-2,2,4,33
COc1cc([N+](=O)[O-])ccc1NC(=O)C1C2C=CC(C2)C1C(=O)O (stereo not drawn),-24,30,-7,6,-0.4,1,-2,-2,2
CCn1cc(CNC(=O)CSc2nc(-c3ccc(OC)c(OC)c3)cc(C(F)(F)F)n2)c(C)n1,6,-5,6,16,0.8,-2,1,2,16
Cc1occc1C(=O)NNC(=O)c1ccc(Br)o1,18,6,-16,10,-1.6,-1,0,-1,15
CCn1c(C(=O)O)c(CC(=O)NC2CCCCCC2)c2ccccc21,14,12,11,-9,-0.6,-2,-2,0,10
Nc1nc(NCCO)nc(NCC2CCCO2)c1[N+](=O)[O-] (stereo not drawn),5,5,1,-9,1.0,1,-6,2,11
CC(=O)c1ccc(-n2nnnc2SCC(=O)Nc2sc(C)c(C)c2C#N)cc1,27,-9,13,-11,2.2,1,0,2,5
CCCCC[C@H](O)/C=C/[C@H]1CCC(=O)[C@@H]1CCCCCCC(=O)N1CCCCC1CO (stereo partly drawn),12,21,11,60*,2.1,5,4,6,8
C/C(=N/NC(=O)CCc1ccccc1)c1ccco1,6,9,-9,6,-1.5,-2,13*,2,5
CCOc1cc(C(=S)N2CCCCC2)ccc1OS(=O)(=O)c1ccc(Br)cc1,24,17,2,21,-1.3,0,-1,-1,19
COc1ccccc1Nc1nc(N)nc(CSC(=S)N2CCCCC2)n1,17,-12,11,-21,4.5,-3,2,2,30
COCCOCCn1c(CCCO)nc2ccccc21,-7,5,2,19,0.0,3,1,-2,0
CCOC(=O)N1CCN(c2c(NCc3ccc(N(C)C)cc3)c(=O)c2=O)CC1,-8,6,2,-25,-1.0,-1,1,1,-4
CCOC(=O)C(NC(=O)C1CCCN1C(=O)OCc1ccccc1)C(=O)OCC (stereo not drawn),-9,16,-2,1,3.2,-1,-3,-5,-6
Cc1cccc(C)c1NS(=O)(=O)c1ccc(OCCNS(C)(=O)=O)cc1,-7,11,-3,17,-1.6,-2,0,-2,2
Cc1sc2ncnc(SCC(=O)N3CCCCC3)c2c1C,4,32,-16,-1,0.1,1,1,6,34
O=C(COC(=O)CC1SC(N2CCCC2)=NC1=O)Nc1ccc(Br)cc1 (stereo not drawn),9,5,-11,12,-1.5,-2,1,-2,-7
CC(=O)c1ccc(N2C(=O)CC(N3CCN(S(=O)(=O)c4ccc(C)c(C)c4)CC3)C2=O)cc1 (stereo not drawn),10,11,14,5,3.9,-3,-3,2,6
Cc1ccc(C2(C)NC(=O)N(CC(=O)NNC(=O)c3ccccc3)C2=O)cc1 (stereo not drawn),-13,3,-6,-1,-0.8,0,-3,-3,-1
CCO[C@@H]1OC(C(=O)NC2CC2)=C[C@H](C2CC2)[C@H]1CCCO,-1,11,-8,5,0.3,-1,-2,-1,1
CN1CCN(c2nc(-c3ccccc3O)nc3ccccc23)CC1,0,29,17,32,1.8,-1,·,1,7
CC1(C)C(=O)Nc2ccccc2N1C(=O)COC(=O)c1cc(S(C)(=O)=O)ccc1Cl,5,17,0,12,-0.3,-3,3,-5,20
Cc1ccccc1OCC(=O)Nc1ccc2c(c1)COC2=O,5,21,-5,4,-0.3,-4,-3,-1,-48
Cc1nc(N2CCN(C(=O)c3ccco3)CC2)c2oc3ccccc3c2n1,29,15,19,25,-1.9,-2,-1,10,39
# (further entries)
SMILES,tim10-1 inh,NALP3 yeast inh,TIM10 inh,Mdm2-MdmX inh,CHOP UPR activ,APJ ag,GRIN3A LBD mod,UPR XBP1 act,tim23-1 inh
COc1ccc(-n2nnnc2SCC(=O)Nc2ccccc2N2CCOCC2)cc1OC,21,23,7,-11,-0.9,-2,0,0,-4
COC(=O)c1cc(-c2ccc(OC)c(OC)c2)on1,13,3,8,24,0.1,-1,1,1,15
CC(=O)Nc1ccc(NC(=O)Nc2ccc(C)c(C)c2)cc1,5,-4,-1,29,-1.7,-1,13*,0,-9
CCN1C(=O)CC(c2ccccc2)N(C2CCCC2)c2nc(Nc3ccc(C(=O)NC4CCN(C)CC4)cc3OC)ncc21 (stereo not drawn),-2,22,3,98*,7.8,6,-5,5,10
CC(=O)Nc1ccc(CN2CCC(n3nccc3NC(=O)CCc3ccccc3)CC2)cc1,-4,1,-1,11,3.3,-5,2,-3,-4
CC(C)CC(=O)NC(=S)Nc1sc2c(c1C(N)=O)CCC2,-6,16,-7,-42,3.4,1,-8,6,6
COc1ccc(OCC(=O)OC2CCN(C)CC2)cc1,24,10,17,-2,-1.4,1,1,0,19
COc1cccc(-c2nc(CS(=O)(=O)CC(=O)N3CCc4ccccc4C3)c(C)o2)c1,23,-3,4,-5,1.2,-1,1,-1,23
CCc1ccc2[nH]c3nc(SCc4nnc(-c5ccc(C)cc5)o4)nnc3c2c1,15,4,-5,70*,10,2,-2,95*,-4

# Five compounds from above with just UPR XBP1 act, tim10-1 inh and tim23-1 inh:
smiles | UPR XBP1 act | tim10-1 inh | tim23-1 inh
CC(=O)Nc1ccc(NC(=O)Nc2ccc(C)c(C)c2)cc1 | 0 | 5 | -9
CCN1C(=O)CC(c2ccccc2)N(C2CCCC2)c2nc(Nc3ccc(C(=O)NC4CCN(C)CC4)cc3OC)ncc21 (stereo not drawn) | 5 | -2 | 10
CC(C)CC(=O)NC(=S)Nc1sc2c(c1C(N)=O)CCC2 | 6 | -6 | 6
COC(=O)c1cc(-c2ccc(OC)c(OC)c2)on1 | 1 | 13 | 15
CCc1ccc2[nH]c3nc(SCc4nnc(-c5ccc(C)cc5)o4)nnc3c2c1 | 95* | 15 | -4
